Screens (PubChem)
Hsp90 block – tumor Hsp90 inhibitors, primary screen, cell lysate, fluorescence polarization, NCI-N417 lysate | AID 429, 2006 | inhibition, % at 30 µM | 0.35% of 64,000 active | Cy3B-geldanamycin FP displacement | Heat shock protein HSP 90-alpha (Homo sapiens), P07900;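 active = inhibition above 50%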;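 also: 0% = tracer plus lysate wells and 100% = tracer alone without lysate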
The depositor's hits bear a star. A portion of the library; count on the stated rates, not on these rows.

Start of the listing, in advance, 4 compounds:
SMILES	Hsp90 block
CCCCNc1ccc(C(=O)OCCN(C)C)cc1	-0.1
CCN(CC)CCOC(=O)c1ccc(N)cc1	3.2
COc1cc2ncnc(Nc3cccc(Cl)c3)c2cc1OC	-0.7
N[C@@H](Cc1c[nH]c2ccc(O)cc12)C(=O)O	-1.6

The whole of this part (from the top)
SMILES	Hsp90 block
CCCCNc1ccc(C(=O)OCCN(C)C)cc1	-0.1
CCN(CC)CCOC(=O)c1ccc(N)cc1	3.2
COc1cc2ncnc(Nc3cccc(Cl)c3)c2cc1OC	-0.7
N[C@@H](Cc1c[nH]c2ccc(O)cc12)C(=O)O	-1.6
NOCC(=O)O	-3.6
Oc1ccc(C2CNCCc3c2cc(O)c(O)c3Cl)cc1 (configuration not stated)	74.9*
CC12CC3CC(C)(C1)CC(N)(C3)C2	2.7
Cc1ccc(=O)n(-c2ccccc2)c1	-0.7
